VLA-4 inh: inhibition in a human VLA-4 binding assay | inhibition, % (about 7 µM as worked out from the volumes in the protocol) | VLA-4 expressing cells, ligand binding flow cytometry | hit rate 0.2% among 330,000; in the data active = inhibition above about 50%
Fam108B inh: Fam108B inhibition, counter-screen for RBBP9 inhibitors | recombinant Fam108B, FP-Rh probe fluorescence polarization | inhibition, % at 9.51 µM | hit rate 0.33% among 300,000;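 active = inhibition above the screen mean inhibition plus 3 SD, computed separately per campaign, cut at about 18% in these data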;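 also: inhibitors lower polarization as less probe binds the enzyme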
Efflux pump mplx: antifungal efflux pump inhibition, Nile Red retention | AID 485275 | hit rate 0.44% among 330,000 | S. cerevisiae Candida pump triplex | inhibition, % at 10 µM;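 active = plate passing quality check with inhibition over a set limit, or well fluorescence over plate mean plus 4 SD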;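 also: Nile Red retained in pooled yeast measured as flow cytometry median fluorescence; 0% = buffer negative control and 100% = Enniatin B positive control; higher means more Nile Red kept so more efflux inhibition; some compounds called inactive have numbers as strong as hits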
GRK2 inh: blocks RNA aptamer binding to human GRK2. hit rate 0.59% among 330,000. inhibition of aptamer binding, % at 10 µM. bead flow cytometry, FAM-aptamer displacement from GRK2;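 active = inhibition of aptamer binding above 40%, roughly 3 SD of noise, on plates passing a quality check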;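 also: median bead fluorescence of bound FAM aptamer so fluorescent compounds give negative values; no value below 0 was filed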
MEX-5 binding: C. elegans MEX-5 TCR-2 RNA binding activity; Q9XUB2; hit rate 0.38% among 300,000; activity score (negative = inhibition of binding), % at 10 µM; MEX-5/FITC-TCR2 RNA binding, fluorescence polarization; active compounds read low;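 active = inhibition past about -25% in most replicates, and total fluorescence under double the plate's negative control median, limit read from the data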;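 also: 0% = DMSO and -100% = 5 µM competing unlabeled TCR2 RNA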
Target sequence (Q9XUB2 whole entry, looked up): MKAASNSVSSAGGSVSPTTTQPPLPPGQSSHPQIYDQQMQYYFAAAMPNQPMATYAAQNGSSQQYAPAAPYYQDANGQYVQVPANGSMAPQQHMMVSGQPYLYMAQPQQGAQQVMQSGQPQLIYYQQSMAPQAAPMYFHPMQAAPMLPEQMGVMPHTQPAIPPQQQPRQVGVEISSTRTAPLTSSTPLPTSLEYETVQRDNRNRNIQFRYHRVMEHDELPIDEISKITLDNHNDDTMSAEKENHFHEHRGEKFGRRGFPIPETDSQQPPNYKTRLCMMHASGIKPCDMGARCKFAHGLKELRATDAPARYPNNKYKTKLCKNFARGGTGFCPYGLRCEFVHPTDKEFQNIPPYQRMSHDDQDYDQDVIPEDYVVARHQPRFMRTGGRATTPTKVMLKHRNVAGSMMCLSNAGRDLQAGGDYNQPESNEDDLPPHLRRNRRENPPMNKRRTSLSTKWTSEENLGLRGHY
PME-1 primary: blocks human protein phosphatase methylesterase 1 | hit rate 0.53% among 320,000 | Q9Y570 | inhibition, % at 5.9 µM | recombinant PME-1, FP-Rh probe fluorescence polarization;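 active = inhibition above the campaign mean of all compounds plus 3 SD, cut at about 26% in these data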;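 also: competitive labeling of PME-1 active site by serine hydrolase directed probe; 0% = PME-1 with DMSO and 100% = wells lacking PME-1 enzyme; inhibitors block probe labeling so polarization falls and inhibition rises; many of its hits are not listed in these tables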
Target sequence (Q9Y570 whole entry, looked up): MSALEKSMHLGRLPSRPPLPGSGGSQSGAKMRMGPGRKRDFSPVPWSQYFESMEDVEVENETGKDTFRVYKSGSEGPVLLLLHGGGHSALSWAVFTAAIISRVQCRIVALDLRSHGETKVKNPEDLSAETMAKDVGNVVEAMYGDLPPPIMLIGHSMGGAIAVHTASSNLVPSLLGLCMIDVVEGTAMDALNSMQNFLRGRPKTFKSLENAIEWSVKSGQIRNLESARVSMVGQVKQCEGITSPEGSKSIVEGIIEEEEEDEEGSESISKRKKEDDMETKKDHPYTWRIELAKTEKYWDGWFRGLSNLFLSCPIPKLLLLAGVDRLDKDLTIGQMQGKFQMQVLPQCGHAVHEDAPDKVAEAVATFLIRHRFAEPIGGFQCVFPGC
GLD-1 TGE inh: GLD-1-TGE RNA interaction inhibition (C. elegans); Q17339; purified GLD-1 + fluorescein TGE RNA, fluorescence polarization; inhibition, % at 5.96 µM; hit rate 0.44% among 320,000;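 active = percent inhibition above a per-plate cutoff, the plate mean of test compounds plus 3 SD, cut at about 30% in these data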;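 also: 0% = DMSO wells with GLD-1 and probe and 100% = wells lacking GLD-1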
BCLXL inh: blocks human Bcl-xL binding to Bim BH3 peptide. AID 2129. GST-Bcl-xL / FITC-Bim BH3 peptide fluorescence polarization. hit rate 0.7% among 320,000. inhibition, % at 10.9 µM;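 active = inhibition above the mean of all tested compounds plus 3 SD, cutoff set per campaign, cut at about 30% in these data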;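 also: 0% = DMSO wells and 100% = unlabeled Bim-BH3 peptide competitor; inhibitors lower millipolarization by displacing the labeled peptide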
MCL1-BIM inh: inhibitors of human MCL1 binding to BIM-BH3 peptide; GST-MCL1 / FITC-Bim-BH3 fluorescence polarization; inhibition, % at 10.9 µM; hit rate 0.68% among 320,000; AID 2057;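 active = inhibition above the mean inhibition of all tested compounds plus 3 SD, set per campaign, cut at about 40% in these data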;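 also: 0% = DMSO wells and 100% = unlabeled Bim-BH3 peptide control; higher means more loss of mP so more displacement of Bim peptide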
* hit, by the source's call; . = no result given. The list is partial; the hit share may differ from the screen's.

molecule,VLA-4 inh,Fam108B inh,Efflux pump mplx,GRK2 inh,MEX-5 binding,PME-1 primary,GLD-1 TGE inh,BCLXL inh,MCL1-BIM inh
O=Cc1cn(CC(O)CN2CCCCC2)c2ccccc12 (stereo not given),12,-5,0.1,0,0.2,-9,-3,0,-4
Nc1ccc(S(=O)(=O)Nc2nccc(/C=C/c3ccccc3F)n2)cc1,1,6,-0.1,1,0.7,-3,6,4,8
O=C(c1ncc[nH]1)c1ccccc1C(=O)N1CCOCC1,9,-3,0.0,2,-3.4,2,3,0,6
Cc1ccc(/C=N\NC(=O)C2CN(S(=O)(=O)c3ccccc3)CCN2S(=O)(=O)c2ccccc2)cc1 (stereo not given),2,-10,-0.1,0,1.9,-19,1,2,-4
O=C(Cc1cccs1)Nc1ccc(Cl)cc1,-7,3,-0.1,1,-2.8,0,-4,4,-3
CC(C)CN(Cc1cc2ccccc2[nH]c1=O)C(=O)c1cccnc1,-18,-2,-0.1,0,1.5,0,1,6,6
C=CCSc1nc2sc(C)c(C)c2c(=O)[nH]1,26,-5,-0.1,2,-0.5,11,-4,0,2
O=S(=O)(c1ccccc1F)N1CCN(CCc2ccccc2)CC1,5,0,0.2,0,0.8,-4,2,4,6
CC1=C(C(=O)OCc2ccccc2)C(c2ccccc2OS(=O)(=O)c2ccccc2[N+](=O)[O-])NC(=O)N1CCCC(=O)O (stereo not given),-5,2,-0.1,0,2.2,4,-1,4,5
O=C(O)CN=C1NC2(CCCC2)Cc2ccccc21,9,-1,0.0,3,1.2,14,5,3,3
Cc1ccc(-n2c(-c3ccc(Cl)cc3)n[nH]c2=S)cc1,5,.,0.0,2,2.8,.,.,.,.
O=C(OCCN(C1=NS(=O)(=O)c2ccccc21)c1ccccc1Cl)c1ccc(Cl)cc1,-2,-2,0.1,3,-0.3,11,4,1,-10
COc1cccc(NS(=O)(=O)c2ccc3c(c2)C2C=CCC2C(c2ccc(C(=O)O)cc2)N3)c1 (stereo not given),16,43*,0.0,3,-66*,-16,15,26,58*
C(/C=C/c1ccco1)=N/N1CCN(c2ccccc2)CC1,0,-1,0.2,3,.,-8,-2,5,-4
CC(=O)Nc1ccc(S(=O)(=O)Oc2ccc(C(=S)N3CCCCC3)cc2)cc1,-27,-5,-0.1,0,-3.4,1,-2,11,10
N=c1oc2cc(O)ccc2cc1C(=O)Nc1ccc(Br)cc1,-14,33*,-0.1,0,0.9,9,1,5,3
NC(=O)c1ccc(NC(=O)CS(=O)(=O)c2cn(CC(=O)N3CCCC3)c3ccccc23)cc1,1,6,-0.1,2,0.2,-1,-4,7,12
N#CCc1ccc(NC(=O)c2ccc(S(=O)(=O)N3CCCC3)cc2)cc1,-2,0,0.1,2,0.0,-3,7,5,2
CCn1c(N)c(C(=O)NCCOC)sc1=S,21,-2,0.6,1,0.5,1,-5,-2,0
CCn1c(=O)cc(SCC(=O)Nc2cccc(SC)c2)c2ccccc21,-16,-16,-0.1,4,-2.3,-3,5,10,3
CCOC(=O)C1CCN(C(=O)c2cccc(NS(=O)(=O)c3ccc(F)c(F)c3)c2)CC1,4,4,0.0,0,2.1,1,-13,4,0
CCOC(=O)c1sc(NC(=O)C2CC(=O)N(c3ccccc3C)C2)nc1C (stereo not given),-5,-3,-0.1,0,3.2,6,-1,7,9
Cc1ccc(-c2cc(C(=O)Nc3cnn(C(C)C)c3)no2)cc1,18,-6,0.0,0,-1.3,-1,3,4,3
CSc1nsc(SC)c1C(=O)OCC(F)(F)F,-10,3,0.0,0,1.4,2,-1,0,5
CC(=O)Nc1ccc(Br)c2ccccc12,-8,2,-0.4,0,0.3,0,4,-2,14

Printed as active in MCL1-BIM inh, of those listed so far:
Compound | VLA-4 inh | Efflux pump mplx | GRK2 inh | MEX-5 binding | PME-1 primary | GLD-1 TGE inh | BCLXL inh | MCL1-BIM inh
COc1cccc(NS(=O)(=O)c2ccc3c(c2)C2C=CCC2C(c2ccc(C(=O)O)cc2)N3)c1 (stereo not given) | 16 | 0.0 | 3 | -66* | -16 | 15 | 26 | 58*

Back to the main list with the 2 entries that preceded the break.
molecule,VLA-4 inh,Fam108B inh,Efflux pump mplx,GRK2 inh,MEX-5 binding,PME-1 primary,GLD-1 TGE inh,BCLXL inh,MCL1-BIM inh
CSc1nsc(SC)c1C(=O)OCC(F)(F)F,-10,3,0.0,0,1.4,2,-1,0,5
CC(=O)Nc1ccc(Br)c2ccccc12,-8,2,-0.4,0,0.3,0,4,-2,14
Cc1cc2ncn(/N=C/c3ccc4c(c3)OCO4)c2cc1C,-1,-3,0.1,0,1.2,-6,2,-1,4
CCc1ccc(OCC(=O)NC(=S)Nc2ccc(S(=O)(=O)NC3CCCCC3)cc2)cc1,3,-17,0.1,0,1.9,5,6,-1,8
CC(=O)Oc1ccc(-c2cccc(C(=O)O)c2)cc1,5,2,0.0,1,0.1,2,4,2,5
CCOC(=O)c1c(NC(=O)c2c(C(=O)O)cccc2[N+](=O)[O-])sc2c1CCCC2,9,1,-0.1,3,-0.4,2,-3,8,14
CN(C)/C=C(/C(=O)c1ccc(Cl)cc1)n1cncn1,1,9,0.1,0,-2.7,-2,0,1,5
CN(Cc1cccs1)C(=O)Cn1cnc2ccccc2c1=O,6,0,-0.2,2,-1.4,-12,-5,-1,1
CCc1cccc(C)c1NC(=O)COC(=O)Cc1ccsc1,23,-2,0.0,1,1.4,-1,7,0,17
O=C1CCN(Cc2ccccc2)CCN1CCSc1ccccc1,15,-7,0.0,0,0.6,-1,2,5,8
O=C(COC(=O)c1ccc2[nH]c3c(c2c1)CCCC3)Nc1ccc(Cl)cc1Cl,21,1,-0.1,1,-0.9,6,2,-3,-35
COC(=O)Cc1cc(=O)[nH]c(/N=C(\N)Nc2ccccc2)n1,-9,7,-0.2,1,2.8,3,16,6,4
CC(C)CCNC(=O)COc1ccc2c3c(c(=O)oc2c1)CCC3,-8,-4,-2.6,1,-2.1,4,7,-7,-16
CC(C)N1CCc2c(sc(NC(=O)CCS(=O)(=O)c3ccccc3)c2C#N)C1,12,1,0.2,0,-0.9,-2,1,5,1
CCOc1ccc(NC(=O)CN(C)C(=O)CC2OC(=O)c3ccccc32)cc1OCC (stereo not given),9,2,0.0,0,1.0,0,2,2,-7
CCCCC(=O)Nc1cccc(-c2nnc(-c3ccccc3)o2)c1,-3,0,0.0,1,-1.6,-6,1,5,-2
CCN1CCc2nc(NC(=O)c3ccc(S(=O)(=O)N(C)C)cc3)sc2C1,12,-1,0.0,9,0.9,3,-4,2,-6
CCC(Sc1ccc2nnc(-c3cccnc3)n2n1)C(=O)O (stereo not given),26,-2,0.9,0,-0.6,7,0,1,-1
COc1ccc(NS(=O)(=O)c2ccc3c(c2)OCCO3)cc1OC,3,-1,-0.1,0,1.3,8,-4,5,-1
CCOC(=O)C1CCCN(C(=S)Nc2ccc(C)cc2C)C1 (stereo not given),17,-1,0.0,0,0.8,-6,3,3,10
CC1CCCN(C(=O)COC(=O)C2CCN(S(=O)(=O)c3ccc(Cl)c(C(F)(F)F)c3)CC2)C1 (stereo not given),2,2,-0.1,0,-2.7,2,8,2,-2
O=C(c1cc(S(=O)(=O)N2CCOCC2)ccc1F)N1CCCc2ccccc21,10,-4,0.0,0,0.7,8,1,0,3
O=C(CS(=O)(=O)c1ccccc1)Nc1ccc(N2CCOCC2)cc1,1,-1,0.0,1,0.7,-1,1,0,10
CN(C)CCNC(=O)c1sc2nc(-c3ccccc3)cc(C(F)(F)F)c2c1N,-97,-2,0.4,13,6.4,11,-33,1,-9
Nc1cc(N)nc(SCc2nnnn2-c2ccc(Cl)cc2)n1,0,2,0.0,5,0.9,-2,4,1,5
CCN(CC)CCNC(=O)c1ccc(NC(=O)c2cc(S(=O)(=O)N3CCCCC3)ccc2C)cc1,4,0,-0.1,0,-0.6,-1,3,5,2
COc1ccc(NC(=O)CN2CCC(C(=O)c3ccc(C)cc3)CC2)c(OC)c1,2,-4,-0.2,0,-1.8,-4,9,3,2

Entries shown so far that have a cyano group (2):
molecule,VLA-4 inh,Fam108B inh,Efflux pump mplx,GRK2 inh,MEX-5 binding,PME-1 primary,GLD-1 TGE inh,BCLXL inh,MCL1-BIM inh
N#CCc1ccc(NC(=O)c2ccc(S(=O)(=O)N3CCCC3)cc2)cc1,-2,0,0.1,2,0.0,-3,7,5,2
CC(C)N1CCc2c(sc(NC(=O)CCS(=O)(=O)c3ccccc3)c2C#N)C1,12,1,0.2,0,-0.9,-2,1,5,1

Other records follow:
molecule,VLA-4 inh,Fam108B inh,Efflux pump mplx,GRK2 inh,MEX-5 binding,PME-1 primary,GLD-1 TGE inh,BCLXL inh,MCL1-BIM inh
CC(=O)Nc1ccc(NC(=O)COc2ccc(S(=O)(=O)N3CCCC3)cc2)cc1,15,-3,0.0,0,1.3,-3,-3,2,3
COC(=O)c1ccc(C(=O)OC)c(NC(=O)CSc2n[nH]c(N)n2)c1,-3,.,0.1,2,.,.,2,.,.
COc1ccc(CNc2ncc(-c3ccccc3)n2C)c2ccccc12,3,4,0.1,0,-3.1,4,-4,2,14
Cc1cccc(COC(=O)CCCNC(=O)c2ccc(Cl)cc2)c1,22,.,0.0,2,.,1,5,0,3
C[N+]1(C2CCC3CCCC2C3O)CCCC1 (stereo not given),-8,2,-0.1,0,3.3,2,1,-5,-20
O=C(COC(=O)C1Cc2ccccc2CN1C(=O)c1ccccc1)Nc1ccc(SC(F)F)cc1 (stereo not given),8,-5,-0.2,4,-0.9,4,7,5,-2
